Screens as filed in PubChem BioAssay.
TDP1 cell CPT: qHTS for Inhibitors of human tyrosyl-DNA phosphodiesterase 1 (TDP1): qHTS in cells in presence of CPT. chicken DT40 Tdp1-/-;hTDP1 cells + 20 nM CPT, ATP luminescence, 48 h. Potency, µM (top dose mostly 46.2 µM), inactives show top-dose activity change, negative = growth inhibition, hits mostly inhibitors. 12% of 420,000 active. AID 686979, 2013; further: nearly all actives have a fitted effect of over 55% in size
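Chicken DT40 Tdp1-/- cells stably complemented with human TDP1 were seeded at 400 cells/well in medium containing 20 nM camptothecin, exposed to pin-transferred compounds, and grown at 37 °C for at least 48 hr. Viability was read as ATP luminescence.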
KAT2A inh: qHTS Assay for Inhibitors of GCN5L2; GCN5L2 HAT assay, ThioGlo1 CoA-SH fluorescence; 0.21% of 390,000 active; Potency, µM (doses to about 58.9 µM), for inactives: top-dose activity change, negative = inhibition, usual class: inhibitors; Histone acetyltransferase KAT2A (Homo sapiens), Q92830
Target sequence (Q92830 whole entry, looked up): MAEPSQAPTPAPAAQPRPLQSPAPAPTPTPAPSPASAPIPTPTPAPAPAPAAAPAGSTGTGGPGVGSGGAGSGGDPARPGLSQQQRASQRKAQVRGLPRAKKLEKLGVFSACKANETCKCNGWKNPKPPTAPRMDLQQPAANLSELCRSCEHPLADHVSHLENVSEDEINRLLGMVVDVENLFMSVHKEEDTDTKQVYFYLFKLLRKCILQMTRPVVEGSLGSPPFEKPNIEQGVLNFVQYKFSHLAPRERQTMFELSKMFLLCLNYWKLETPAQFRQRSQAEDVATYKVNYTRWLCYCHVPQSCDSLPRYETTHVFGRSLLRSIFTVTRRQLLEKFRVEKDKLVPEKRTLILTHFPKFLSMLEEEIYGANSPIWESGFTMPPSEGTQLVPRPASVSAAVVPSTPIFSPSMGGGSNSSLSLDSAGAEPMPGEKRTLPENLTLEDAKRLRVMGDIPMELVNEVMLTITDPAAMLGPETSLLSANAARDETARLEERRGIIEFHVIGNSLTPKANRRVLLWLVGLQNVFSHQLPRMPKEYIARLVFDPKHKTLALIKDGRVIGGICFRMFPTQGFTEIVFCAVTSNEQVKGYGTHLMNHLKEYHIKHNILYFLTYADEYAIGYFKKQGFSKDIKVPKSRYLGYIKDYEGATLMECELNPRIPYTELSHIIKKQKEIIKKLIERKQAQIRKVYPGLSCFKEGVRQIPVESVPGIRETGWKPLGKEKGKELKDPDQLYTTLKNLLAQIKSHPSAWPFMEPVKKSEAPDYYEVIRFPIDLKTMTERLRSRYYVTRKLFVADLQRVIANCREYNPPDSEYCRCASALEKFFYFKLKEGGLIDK
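Preincubate 20nM GCN5L2 with compound 15 min, RT → add 50uM ThioGlo1 + 75uM H3(1-25) + 70uM acetyl-CoA → read fluorescence 0 and 20 min. Primary qHTS; fluorescent artifacts likely.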
FEN1 inhibitor: qHTS Assay for the Inhibitors of Human Flap endonuclease 1 (FEN1). P39748. Recombinant FEN1 flap cleavage, fluorescence, 15 min. Potency, µM (highest dose often 114 µM), for inactives: top-dose activity change, negative = inhibition, usual class: inhibitors. 0.35% of 390,000 active; further: nearly all actives have a fitted effect of over 65% in size
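Recombinant FEN1 (10 nM) was preincubated with pin-transferred compounds for 15 min at room temperature, then flap DNA substrate (50 nM final) was added. Plates were read at 0 and 15 min, and normalized concentration–response data were fitted to a four-parameter Hill equation.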
The depositor's hits bear a star; ? = inconclusive; nt = not tested or not shown. The call rests on the fitted dose curve; in most records, active means well fitted curve in the direction sought with a large enough effect; inconclusive means small, poorly fitted or top-dose-only effect, or another doubt; inactive means no such curve, though single readings can be large; an effect the other way counts as inactive or inconclusive. On the % scale 0 is the no-effect control and ±100 the full control effect; potency means the concentration at half of the fitted maximal effect. This is a subset. The share of hits here may be higher or lower than overall.

Every second line gives: TDP1 cell CPT | KAT2A inh | FEN1 inhibitor
CC1CCCCC1NC(=O)c1cn(C)c2ccc(S(=O)(=O)N3CCCC3)cc2c1=O (stereo unspecified)
 : ? | -2.2% | 5.4%
COc1cc(C(=O)OCc2cccc(S(=O)(=O)N3CCOCC3)c2)ccc1OCC(C)C
 : -21.6% | -16.2% | -0.3%
O=[N+]([O-])c1ccc(/C=N/Nc2nc(N3CCCCCC3)nc(N3CCCCCC3)n2)o1
 : 25.9µM* | -8.5% | 35.5µM*
O=C1CN(C(=O)COC(=O)CCC(=O)c2ccc(Cl)cc2)c2ccccc2N1
 : 20.9% | 0.8% | 1.1%
CCOCCCNC(=O)C1(O)c2ccccc2NC(=O)N1c1ccc(C)c(C)c1 (stereo unspecified)
 : -10.3% | -3.1% | -16.3%
CSc1ncccc1C(=O)Nc1cc(Cl)ccc1N1CCOCC1
 : ? | -4.8% | -15.0%
COc1ccccc1CNC(=O)CSc1ncc(C(=O)Nc2ccccc2)c(=O)n1C
 : 16.4µM* | -4.6% | -3.5%
CCC1Sc2ccccc2N(CC(=O)NC2CC2)C1=O (stereo unspecified)
 : -0.8% | 1.1% | 19.9%
COc1ccc(S(=O)(=O)NC2CCCC2)cc1NC(C)=O
 : 4.1% | 1.1% | 13.8%
O=[N+]([O-])c1cc(Cl)ccc1N1CCOCC1
 : -9.8% | 1.0% | 17.9%
Cc1[nH]n(-c2ccccc2)c(=O)c1N=Nc1ccc(Cl)cc1
 : -6.4% | -4.0% | ?
CC(=O)c1cn(-c2ccc([N+](=O)[O-])cc2)c(=O)n(C)c1=O
 : -1.4% | nt | 8.6%
O=C(CCS(=O)(=O)c1ccc(Br)cc1)N1CCN(c2ccccc2Cl)CC1
 : ? | 0.1% | -15.2%
COc1ccc(OC)c(NC(=O)c2cc3ccccc3o2)c1
 : -20.2% | -5.3% | -13.8%
COc1ccccc1CN(Cc1nc2ccccc2c(=O)[nH]1)C(=O)Nc1cccc(C)c1
 : 3.26µM* | -5.3% | -5.5%
Cc1nn(-c2ccccc2)c(N)c1N=Nc1ccccc1
 : ? | -9.9% | ?
Cc1ccc(C)c(SCC(=O)NC(=O)NCc2ccccc2)c1
 : -0.4% | -13.4% | -7.7%
Cc1ccc2c(COC(=O)c3ccc(C)c(C)c3)cc(=O)oc2c1
 : -13.0% | 2.0% | -5.5%
O=C(NCCC1=CCCCC1)C1CCN(C(=O)c2ccc(Br)cc2)CC1
 : ? | 0.8% | -6.1%
CCSc1nnc(N2C(=O)CC(c3ccsc3)C3=C2CC(C)(C)CC3=O)s1 (stereo unspecified)
 : 1.1% | -1.7% | -13.1%
Cc1cccc(-n2ncc3c2CCCC3NC(=O)C2=CC(=O)CC(C)(C)O2)c1C (stereo unspecified)
 : 4.61µM* | 0.2% | -8.9%
Cc1ncc(S(=O)(=O)c2ccccc2)c(-c2ccccc2)n1
 : -13.7% | -2.8% | 0.4%
COCCNC(=O)CN(Cc1ccc(Cl)cc1)S(C)(=O)=O
 : 4.1% | 0.8% | -1.9%
COc1cc(/C(C#N)=C/c2cccc3ccccc23)c([N+](=O)[O-])cc1OC
 : ? | -4.4% | -2.1%
C/C(=N\Nc1ccc([N+](=O)[O-])cc1)c1ccc(C#N)cc1
 : 6.2% | -18.4% | 4.3%
COc1ccc(-n2nnnc2SCc2nc3ccccc3s2)cc1
 : -25.6% | -6.9% | 3.9%
COc1ccc(-n2ncc3c(=O)n(CC(=O)Nc4ccc5c(c4)OCCO5)cnc32)cc1
 : -21.2% | -2.3% | 16.4%
COc1ccc(-c2cn(-c3cccc(C)c3)c(=O)[nH]2)cc1OC
 : ? | -1.5% | -13.1%
Clc1ccc2oc3c(Cl)ncnc3c2c1
 : 18.4µM* | -0.7% | -12.0%
O=C(O)c1cc(S(=O)(=O)N2CCCC2)ccc1Br
 : -6.2% | -2.6% | 3.1%
Cc1sc2ncnc(NCc3ccccc3)c2c1C
 : 13µM* | -2.4% | -0.8%
CCC(=O)Nc1ccc(NC(=O)c2ccccc2)nc1
 : -0.2% | -6.4% | 2.6%
COc1cc(OC)c2c(-c3ccccc3)cc(=O)oc2c1
 : -12.2% | -5.3% | -2.9%
Cc1cc(C(=O)NCc2ccccc2F)c2ccccc2n1
 : 13.1% | -1.3% | -7.1%
CCN(Cc1ccccc1)C(=O)CN1C(=O)COc2ccc(S(=O)(=O)N(CC)CC)cc21
 : 23.1µM* | -4.7% | -15.3%
CCC(=O)Nc1cc(C(=O)O)ccc1Sc1ccc(Cl)cc1
 : 0.9% | -2.2% | 15.1%
Cc1ccccc1NC(=O)CSc1nc2c(c(=O)n(C)c(=O)n2C)n1C
 : 4.2% | -4.5% | -9.8%
COC(=O)c1ccc(NC(=O)c2cccc(C)c2[N+](=O)[O-])cc1
 : 0.9% | -9.1% | -11.9%
Cc1ccc(C(C)C)c(Oc2cnccn2)c1
 : -1.3% | -17.0% | -3.9%
COc1cccc(C(=O)OCCN2C(=O)c3ccccc3C2=O)c1OC
 : -17.9% | -2.8% | -10.0%
CC(C)(C)OC(=O)n1cc(/C=N/NC(=O)c2ccco2)c2ccccc21
 : -26.3% | -10.9% | -0.9%
CCCC(=O)Nc1ccc2c(c1)Cc1ccccc1-2
 : -2.2% | -14.6% | -5.0%
CCOC(=O)N1CCN(S(=O)(=O)c2ccc(C(=O)N(CCCN(C)C)c3nc4ccc(CC)cc4s3)cc2)CC1
 : ? | 0.7% | -14.7%
Cn1c(Cn2cnc([N+](=O)[O-])n2)nnc1SCC(=O)Nc1ccccc1
 : 5.3% | 1.6% | 4.4%
COc1ccc(OC)c(CNC(=O)C2CCN(S(C)(=O)=O)CC2)c1
 : 8.0% | -1.4% | 15.3%
Cc1ccc(S(=O)(=O)N(C)C)cc1NC(=O)c1cc(-c2ccco2)nc2ccccc12
 : 13µM* | -26.3% | 9.7%
O=C(N/N=C\c1ccccc1)c1cccc(C(=O)N/N=C\c2ccccc2)n1
 : -0.3% | nt | -0.4%
C[C@H](CO)N1C[C@H](C)[C@@H](CN(C)Cc2ccc3c(c2)OCO3)Oc2c(NC(=O)C3CCCCC3)cccc2C1=O
 : 20.6µM* | -2.9% | -24.9%
C=CCn1c(=O)c(C(=O)NCCc2ccc(Cl)cc2)c(O)c2cc(OC)c(OC)cc21
 : -3.4% | -6.7% | -3.8%
CCOc1ccc(CCNC(=O)COC(=O)c2cc(S(=O)(=O)N3CCOCC3)ccc2F)cc1OCC
 : 6.1% | 4.1% | -14.7%
CCSCc1nnc(SCC(=O)Nc2cccc(SC)c2)n1C
 : -13.6% | -5.0% | -2.3%
COCCn1c(SCC(=O)N(C)c2ccccc2)nc2c([nH]c3ccccc32)c1=O
 : -16.3% | 0.4% | 2.5%
O=c1[nH]c2cc3c(cc2cc1CN(CCc1ccccc1)C(=S)NCCCN1CCOCC1)OCCO3
 : ? | nt | -14.2%
CN1CCN(C(=S)NC(=O)c2ccco2)CC1
 : 1.0% | 0.0% | 8.5%
COc1ccc(Nc2c3c(nc4ccccc24)CCC3)c(OC)c1
 : 14.6µM* | -37.8% | 10.4%
CCN1CCN(c2ncnc3c2cnn3-c2cccc(C)c2)CC1
 : 23.1µM* | 0.4% | 17.3%
CCC(=O)N1CCN(c2ccc(NC(=O)c3ccc4c(c3)OCO4)cc2)CC1
 : -10.4% | -3.4% | -14.6%
O=C(COc1nc2ccccc2nc1N1CCOCC1)Nc1ccc(S(=O)(=O)N2CCCC2)cc1
 : ? | -8.8% | -4.1%
COc1ccc(CCNc2oc(COc3ccc(Cl)cc3)nc2C#N)cc1OC
 : 13µM* | -25.0% | ?
O=S1(=O)CCOC[C@H](c2ccccc2)N1Cc1cccc(Cl)c1
 : ? | ? | ?

The listing continues.
Every second line gives: TDP1 cell CPT | KAT2A inh | FEN1 inhibitor
Cn1nc(-c2ccccc2)c2cc([N+](=O)[O-])ccc21
 : -2.3% | -5.5% | -24.8%
CC1=C(C#N)C(NC(=O)C2CC2)(C(F)(F)F)C(=O)N1 (stereo unspecified)
 : -1.7% | -1.6% | 11.3%
CCC(C)(C)c1ccc(OCCCC[n+]2cccc(C)c2)c(C(C)(C)CC)c1
 : 0.581µM* | -0.7% | -7.1%
O=C(CCCCn1c(=O)c2ccccc2n(Cc2ccccc2F)c1=O)NC1CCN(Cc2ccccc2)CC1
 : ? | -1.3% | 0.5%
O=C(NCCCN1CCOCC1)c1nn2c(C(F)(F)F)cc(-c3ccco3)nc2c1Cl
 : -11.8% | -1.7% | -3.2%
COc1cccc(-c2ncc3ccccc3c2COC(=O)N2CCCCC2)c1
 : ? | -4.4% | -1.9%
C[C@H](CO)N1C[C@H](C)[C@@H](CN(C)C(=O)Nc2ccccc2)Oc2ccc(NC(=O)c3ccncc3)cc2C1=O
 : -7.4% | 3.5% | 9.7%
Cc1ccc2c(=O)cc(C(=O)Nc3sc4c(c3C(=O)NCc3ccco3)CCC4)oc2c1
 : -6.0% | 4.4% | 24.8%
COc1ccc(CCC(=O)NCCS(=O)(=O)N2CCN(c3ccc(F)cc3)CC2)cc1
 : -3.6% | -4.9% | 11.3%
CCOc1cc(/C=C/C(=O)O)ccc1OCCO
 : 13µM* | -6.6% | 5.5%
Cc1noc(C)c1C(=O)N1CCCC1
 : -23.6% | -2.6% | 0.7%
Cc1ccc(S(=O)(=O)NCC2CCC(C(=O)NC3CCCCC3)CC2)cc1 (stereo unspecified)
 : 0.8% | -0.8% | -3.3%
CC1CC(C)CN(C(=O)c2cccc(NC(=O)CC3SC(N4CCCCC4)=NC3=O)c2)C1 (stereo unspecified)
 : -21.8% | -2.6% | -13.4%
CCCCn1c(N)c(N(CCOC)C(=O)C2CCN(S(=O)(=O)c3ccc(C)cc3C)CC2)c(=O)[nH]c1=O
 : 10.0% | -4.1% | 0.2%
CSC(SC)=C(C#N)C(=O)c1ccccc1
 : 2.06µM* | -2.6% | -16.6%
CN(Cc1ccccc1)C(=O)CCn1c(=O)oc2ccccc21
 : -3.0% | -15.1% | -13.2%
Cc1ccc(OCc2cc(C(=O)NCC(C)(C)N3CCOCC3)no2)cc1C
 : ? | -6.1% | 6.5%
COc1ccc(N2C(=O)CSC(c3ccccc3)C2=O)cc1 (stereo unspecified)
 : 1.1% | 18.1% | -2.0%
Cc1cc(NC(=O)CC(CN(C)S(=O)(=O)c2ccccc2)c2ccccc2)no1 (stereo unspecified)
 : ? | 2.9% | 6.0%
CN(C)S(=O)(=O)c1ccc(Cl)c(-c2nnc3n2CCCCC3)c1
 : -3.9% | -10.0% | -14.9%
Cc1nn(-c2ccccc2)c(C)c1NC(=O)COC(=O)C1CC(=O)N(CCc2ccccc2)C1 (stereo unspecified)
 : 11.8% | -9.9% | 0.9%
O=C(Cn1cc(COc2c(Br)cc(F)cc2Br)nn1)c1ccc(O)cc1
 : ? | nt | 5.2%
C=CCOc1ccc(/C=C2/C(=O)ON=C2C)cc1OCC
 : ? | -18.0% | 1.2%
Cc1cccn2c(=O)c3cc(C(=O)N4COCC4(C)C)n(Cc4ccccc4)c3nc12
 : -5.9% | nt | 0.0%
N#Cc1cccc(-c2nccc(NCc3ccccc3)n2)c1
 : ? | -12.6% | nt
Cc1ccc(S(=O)(=O)N2CCCC2C(=O)OCc2ccco2)cc1 (stereo unspecified)
 : 14.6µM* | -25.9% | -16.5%
Cc1cc(C)n(CC(=O)N2N=C(C(F)F)CC2(O)C(F)F)n1 (stereo unspecified)
 : -5.4% | -1.3% | 8.7%
CC(NCC(O)COc1ccc(Br)cc1)c1ccccc1 (stereo unspecified)
 : ? | -3.8% | -6.3%
CCc1nc(C)ccc1OCC(=O)N1CCc2c([nH]c3ccccc23)C1c1ccccn1 (stereo unspecified)
 : 20.6µM* | 1.9% | 4.8%

A portion from the list above, for reference:
Every second line gives: TDP1 cell CPT | KAT2A inh | FEN1 inhibitor
Cc1nn(-c2ccccc2)c(C)c1NC(=O)COC(=O)C1CC(=O)N(CCc2ccccc2)C1 (stereo unspecified)
 : 11.8% | -9.9% | 0.9%
O=C(Cn1cc(COc2c(Br)cc(F)cc2Br)nn1)c1ccc(O)cc1
 : ? | nt | 5.2%
C=CCOc1ccc(/C=C2/C(=O)ON=C2C)cc1OCC
 : ? | -18.0% | 1.2%
Cc1cccn2c(=O)c3cc(C(=O)N4COCC4(C)C)n(Cc4ccccc4)c3nc12
 : -5.9% | nt | 0.0%

Pulled by structure from above, two records:
Every second line gives: TDP1 cell CPT | KAT2A inh | FEN1 inhibitor
Cc1cccn2c(=O)c3cc(C(=O)N4COCC4(C)C)n(Cc4ccccc4)c3nc12
 : -5.9% | nt | 0.0%
Cc1nn(-c2ccccc2)c(C)c1NC(=O)COC(=O)C1CC(=O)N(CCc2ccccc2)C1 (stereo unspecified)
 : 11.8% | -9.9% | 0.9%
